# Screening data as filed in PubChem BioAssay.
# LmPK inh – LmPK (Leishmania mexicana) enzyme inhibition; purified LmPK, Kinase-Glo ATP luminescence, 1 h; Potency, µM (highest dose often 57.5 µM), inactives show at the highest dose activity change, negative = inhibition, hits mostly inhibitors; hit rate 0.37% among 290,000; further: potency means the concentration at half of the fitted maximal effect; on the % scale 0 is the no-effect control and ±100 the full control effect
# Target sequence (Q27686 whole entry, looked up): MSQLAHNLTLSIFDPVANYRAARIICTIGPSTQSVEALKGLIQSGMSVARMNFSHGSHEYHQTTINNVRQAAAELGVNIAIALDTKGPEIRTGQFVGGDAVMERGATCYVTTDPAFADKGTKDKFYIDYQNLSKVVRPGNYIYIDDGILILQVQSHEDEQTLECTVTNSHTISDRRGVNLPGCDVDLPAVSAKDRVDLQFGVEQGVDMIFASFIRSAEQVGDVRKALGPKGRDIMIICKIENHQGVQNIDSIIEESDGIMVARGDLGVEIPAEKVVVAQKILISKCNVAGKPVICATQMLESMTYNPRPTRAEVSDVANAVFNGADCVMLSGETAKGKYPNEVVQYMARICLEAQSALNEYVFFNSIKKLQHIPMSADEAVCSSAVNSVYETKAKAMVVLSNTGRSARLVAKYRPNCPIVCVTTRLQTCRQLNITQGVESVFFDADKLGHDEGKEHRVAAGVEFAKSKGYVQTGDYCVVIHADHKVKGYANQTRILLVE
#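 Screened at intermediate enzyme activity to detect both inhibitors and activators: LmPK at 0.1 nM, with a 0.5 nM enzyme column as activation reference. PEP 0.5 mM, ADP 0.1 mM; ATP detected by luminescence after 1 h.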
# Tb PYK inh – inhibitors of Trypanosoma brucei pyruvate kinase; Q57TT1; TbPYK enzyme, Kinase-Glo Plus ATP luminescence, 45 min; Potency, µM (top dose mostly 76.8 µM), for the others: at the highest dose activity, negative = inhibition, usual class: inhibitors; hit rate 0.12% among 410,000; further: potency means the concentration at half of the fitted maximal effect; on the % scale 0 is the no-effect control and ±100 the full control effect; nearly all actives have a fitted effect of over 50% in size
#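 Activity of T. brucei pyruvate kinase was followed by Kinase-Glo Plus luminescence after the enzyme reacted 45 min at room temperature with 130 uM ADP (final) and substrate. Test compounds were added before ADP at multiple concentrations.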
# CHX counter – counter-screen for Shiga toxin inhibitors: cycloheximide protein synthesis inhibition; cell reporter, cycloheximide protein synthesis inhibition counterscreen; max response, %; hit rate 12% among 300,000; AID 2314; in the data active means max response mostly above about 13%, no sharp cut-off; inactive means mostly below about 14%; further: read at 38.3 µM for the half of the compounds with a filed dose; 0% is about no effect
# Shiga inhibitor – blocks Shiga toxin action in Vero cells; Vero cells, Shiga toxin protein synthesis inhibition reporter; inhibition, % at 38.7 µM; hit rate 9.2% among 290,000; in the data active means inhibition mostly above about 28%, no sharp cut-off; inactive means mostly below about 43%; further: 0% is about no effect
# Pf growth 96h – P. falciparum growth inhibition at 96 hour, primary screen for plastid delayed-death inhibitors | P. falciparum luciferase reporter growth, 96 h | Potency, µM (series often up to 28.7 µM), without a hit: top-dose activity change, negative = inhibition, most hits filed as inhibitors | hit rate 6.9% among 320,000; further: potency means the concentration at half of the fitted maximal effect; on the % scale 0 is the no-effect control and ±100 the full control effect
#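 Delayed-death screen, second-generation endpoint: infected erythrocytes, 2% hematocrit, 0.05% parasitemia final; 96 hours at 37 C, 5% CO2; luciferase detection reagent; luminescence decrease equals reduced growth.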
# Pf growth 48h – P. falciparum growth inhibition at 48 hours (one generation); Potency, µM (titrated, usually from 28.7 µM), for the others: top-dose activity change, negative = inhibition, actives largely listed as inhibitors; P. falciparum luciferase growth in erythrocytes, 48 h; hit rate 5.9% among 310,000; further: potency means the concentration at half of the fitted maximal effect; on the % scale 0 is the no-effect control and ±100 the full control effect
#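 Parasite viability was followed by luminescence of a genomically integrated firefly luciferase. Cultures held 0.1% parasitemia at 2% hematocrit (final), incubated under 5% CO2 at 37 C.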
# HCV inhibitor – blocks hepatitis C virus; Huh7.5.1 HCVcc-Cre infection, luciferase reporter, 44 h; Potency, µM (top dose mostly 41.8 µM), for inactives: at the top dose activity change, negative = inhibition, most hits filed as inhibitors; hit rate 3.4% among 340,000; AID 651820; further: potency means the concentration at half of the fitted maximal effect; on the % scale 0 is the no-effect control and ±100 the full control effect
#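 Compounds are dispensed onto cells plated 4 h earlier at 1,000 per well, with HCVcc-Cre virus (about 0.5 moi) added next. Following 44 h of culture, luminescent signal is measured for 15 sec after 15 min with substrate at room temperature.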
# Numbers without * were called inactive; ? = inconclusive; / = not tested or not shown; & = joins results of further samples; [ ] = remark or other dose. Unless noted, the call rests on the fitted dose curve; in most records, active means well fitted curve in the direction sought with a large enough effect; inconclusive means small, poorly fitted or top-dose-only effect, or another doubt; inactive means no such curve, though single readings can be large; an effect the other way counts as inactive or inconclusive.
SMILES,LmPK inh,Tb PYK inh,CHX counter,Shiga inhibitor,Pf growth 96h,Pf growth 48h,HCV inhibitor
Cc1cnc(NC(=O)CN(C)S(=O)(=O)c2ccc(Cl)cc2)s1,4%,5%,7,21,?,25%,-7%
CSc1ncccc1C(=O)Nc1nc2ccc(Oc3ccccc3)cc2s1,-23%,-3%,15*,56*,62%[activator],46%[activator],?
CCNS(=O)(=O)c1ccc(CCC(=O)O)cc1,1%,-9%,-1,0,33%[activator],12%,10µM*
COc1ccc(C(C(=O)NC2CCCCC2)N(C(=O)CCl)c2ccc(Cl)cc2)cc1 (stereo unspecified),-1%,-20%,12,13,3.7µM*,-5%,0.56µM*
Cc1cc(=O)oc2cc(OCC(=O)OCC(=O)Nc3ccccc3Br)ccc12,5%,4%,-1,-6,0%,-4%,19%
CCOc1ccc(/C=N/N2CCN(Cc3ccccc3)CC2)cc1,0%,-2%,-3,-3,0.74µM*,24%,-25%
O=C(COC(=O)c1ccc(S(=O)(=O)N2CCOCC2)cc1)NC1CCCCCC1,-2%,0%,-3,-8,-12%,-24%,-12%
CCN(CC)C(=O)c1[nH]cnc1C(=O)Nc1ccccc1,/,2%,/,/,33%[activator],4%,-1%
CCOC(=O)c1cnc(-c2ccccc2)nc1Oc1cccc(Cl)c1,2%,9%,-3,-7,?,?,20%
O=C(CSc1ccccn1)N1CCN(C(=O)CSc2ccccn2)CC1,5%,6%,-3,-12,/,16%,-4%

# Grouped by structure, the compounds so far with sulfur
SMILES,LmPK inh,Tb PYK inh,CHX counter,Shiga inhibitor,Pf growth 96h,Pf growth 48h,HCV inhibitor
Cc1cnc(NC(=O)CN(C)S(=O)(=O)c2ccc(Cl)cc2)s1,4%,5%,7,21,?,25%,-7%
CSc1ncccc1C(=O)Nc1nc2ccc(Oc3ccccc3)cc2s1,-23%,-3%,15*,56*,62%[activator],46%[activator],?
CCNS(=O)(=O)c1ccc(CCC(=O)O)cc1,1%,-9%,-1,0,33%[activator],12%,10µM*
O=C(COC(=O)c1ccc(S(=O)(=O)N2CCOCC2)cc1)NC1CCCCCC1,-2%,0%,-3,-8,-12%,-24%,-12%
O=C(CSc1ccccn1)N1CCN(C(=O)CSc2ccccn2)CC1,5%,6%,-3,-12,/,16%,-4%

# Additional structures
SMILES,LmPK inh,Tb PYK inh,CHX counter,Shiga inhibitor,Pf growth 96h,Pf growth 48h,HCV inhibitor
CC(C)c1onc(C(=O)NCCc2ccccc2)c1[N+](=O)[O-],-6%,-3%,53*,82*,?,17%,3%
Cc1ccc(Nc2cc(=O)[nH]c(=O)[nH]2)cc1C,2%,0%&-3%,-2,-9,26%,?,-8%
O=C(c1cccs1)N1CCN=C1SCc1cccnc1,0%,2%,12,19,66%,6%,-1%
COC(=O)c1nnn(-c2nc(N3CCOCC3)nc(N3CCOCC3)n2)c1C,0%,0%,9,-13,?,-9%,8%
CCCCN(C)CCNC(=O)c1cc2c(-c3cccc(OC)c3)nn(C)c2s1,-1%,4%,-4,-6,-19%,1.5µM*,?
CN(C)c1ccc(P(=O)(Nc2ccc([N+](=O)[O-])cc2)N2CCOCC2)c(NC(=O)c2cccs2)c1 (stereo unspecified),-4%,-7%,1,18,0%,?,6%
COC(=O)CNC(=O)Cc1c(F)cccc1Cl,4%,6%,-5,-14,?,-7%,-3%
Cc1nnc(SCC(=O)NCCc2ccccc2)s1,2%,-14%,-2,16,0%,4%,18%
COc1ccc(NC(=O)COC(=O)c2ccc3ccccc3n2)cc1,/,4%,/,/,-7%,14%,25%
COc1ccccc1N1N=C(c2ccc([N+](=O)[O-])cc2)CC1c1ccccc1 (stereo unspecified),2%,-4%,1,/,-8%,?,?
COc1ccc(-c2csc3nc(-c4ccccc4OC)oc(=O)c23)cc1,0%,4%,-2,-6,6%,?,-17%
CCN1CCN(C(CNS(=O)(=O)c2ccc(F)cc2)c2cccnc2)CC1 (stereo unspecified),-4%,-1%,-2,-11,-7%,7%,1%
Cc1noc(/C=C/NCc2cccnc2)c1S(=O)(=O)N(C)CC(=O)N1CCc2ccccc21,12%,0%,-5,-10,-19%,/,-7%
O=C(O)CN1C(=O)/C(=C\c2cccc(OCc3ccc(Cl)cc3)c2)SC1=S,1%,1%,11,29,?,-9%,4%
CCN(CC(=O)Nc1ccc(C#N)c(Cl)c1)CC(=O)NC1CCS(=O)(=O)C1 (stereo unspecified),/,-3%,/,/,-2%,1%,17%
COc1ccc(/C=N/n2c(N)nc(-c3ccccc3)c2-c2ccccc2)cc1,1%,-13%,31*,86*,?,?,?
COC(=O)N/N=C\c1ccc(OC/C=C/c2ccccc2)cc1,6%,-5%,15*,14,-25%,?,3%
CC(C)Cc1ccccc1O,1%,/,-2,-4,-12%,?,/
N#Cc1c(N2CCCCC2)nc(N)c2c(N)nc(SCC(=O)O)cc12,-12%,?,-1,-6,41%[activator],27%,6%
CN(c1ccccc1C(=O)Nc1ccc(S(=O)(=O)N2CCCC2)cc1)S(C)(=O)=O,3%,2%,-3,-16,?,/,3%
O=C1CSC(c2ccccc2)N1c1nc(-c2ccc(Cl)cc2Cl)cs1 (stereo unspecified),4%,4%,-1,-6,?,?,10%
O=C(NC1CC1)C1CC(=O)N(c2ccccc2)C1 (stereo unspecified),-8%,-9%,-4,3,-2%,0%,14%
CCOC(=O)Cn1c(CN2CCN(C(=O)c3ccco3)CC2)nc2c1c(=O)n(C)c(=O)n2C,-4%,-8%,1,3,14%,-14%,14%
COc1ccccc1CNC(=O)CSc1nnc2c(n1)[nH]c1ccc(F)cc12,0%,4%,0,-7,?,1%,7%
O=C(O)c1ccc(NC(=O)c2ccc3c(c2)C(=O)N(c2ccccc2)C3=O)cc1,4%,4%,5,-10,5%,19%,23%
Nc1ccc(-c2nc3nc(N)nc(N)c3nc2-c2ccc(N)cc2)cc1,7%,0%,1,-3,?,10µM*,-10%
O=C(O)C1C2C=CC(O2)C1C(=O)Nc1ccccc1C(F)(F)F (stereo unspecified),2%,-26%,6,2,-2%,/,-19%
Cc1ccc(NC(=O)c2cc([N+](=O)[O-])ccc2N2CCOCC2)cc1S(=O)(=O)N1CCOCC1,-2%,1%,-3,10,?,?,/
C=CCN=C(NC#N)SCC(=O)c1cccc(OC)c1,-1%,-3%,61*,63*,-2%,-6%,-28%
C=CCSc1nnc(-c2ccccc2NC(=O)CC)c(=O)[nH]1,3%,-16%,-3,-6,8%,-3%,6%

# The list goes on; it opens with the 2 that closed the last part.
SMILES,LmPK inh,Tb PYK inh,CHX counter,Shiga inhibitor,Pf growth 96h,Pf growth 48h,HCV inhibitor
C=CCN=C(NC#N)SCC(=O)c1cccc(OC)c1,-1%,-3%,61*,63*,-2%,-6%,-28%
C=CCSc1nnc(-c2ccccc2NC(=O)CC)c(=O)[nH]1,3%,-16%,-3,-6,8%,-3%,6%
COc1ccc(C(C(=O)NC2CCCC2)N(CCC(C)C)C(=O)CCC(=O)Nc2cc(C)on2)cc1 (stereo unspecified),-2%,1%,-2,-1,-1%,?,-5%
Cc1n[nH]c(C)c1CNCc1c(C(=O)N2CCCCCCC2)nc2ccc(Cl)cn12,5%,-12%,-2,-13,-29%,?,-14%
CCCn1c(=O)[nH]c(=O)c2c1nc(-c1ccccc1)n2CCN1CCOCC1,-7%,-1%,4,-5,/,-12%,?
CCOc1ccc(CN2CCN(Cc3cnc(N4CCOCC4)s3)CC2CCO)cc1 (stereo unspecified),4%,-5%,2,1,53%[activator],7%,?
CCn1c(CC(=O)Nc2ccc(F)cc2)nnc1SCC(=O)NC1=NCCS1,-5%,-5%,1,-11,4%,7%,22%
CCOc1ccccc1NC(=O)CN1C(=O)NC(Cc2c[nH]c3ccccc23)C1=O (stereo unspecified),/,4%,/,/,?,?,9%
CC(O)CNc1nc2c(c(=O)n(C)c(=O)n2C)n1CCc1ccccc1 (stereo unspecified),-5%,-8%,-3,0,13%,11%,28µM*
Cn1cnnc1SCc1nnc(-c2ccccc2Br)o1,3%,2%,24*,58*,22%,51%[activator],-5%
CCCOc1ccc(C(=O)N/N=C/c2c[nH]c3ccc(Br)cc23)cc1,1%,6%,1,27,?,14%,13µM*
O=C(NCc1cccs1)c1ccc2ccccc2n1,1%,-6%,32*,73,14%,29%,-7%
O=C(C1CCOCC1)N1CCCC(N2CCN(c3cccc(C(F)(F)F)c3)CC2)C1 (stereo unspecified),8%,-5%,6,3,-18%,-22%,-3%
C=CCOc1cccc(C(=O)/C=C2/C(=O)Nc3ccccc32)c1,6%,-1%,-2,-2,-9%,-20%,?
COc1ccc(Cl)cc1NC(=O)NCC1CCN(C(=O)OC(C)(C)C)CC1,0%,-1%,15,-11,?,?,-8%
CCN(CC)c1ccc(C2CC(=O)NC3=C2C(=O)CC(C)(C)C3)cc1 (stereo unspecified),2%,-5%,-2,-10,-5%[5.75 µM],0%,-8%
Cc1ccc(CNC(=O)c2ccc(CNS(=O)(=O)c3ccc4c(c3)C(C)(C)C(=O)N4C)cc2)o1,-3%,-13%,1,-3,-6%,?,-3%
CCOC(=O)c1c(-c2ccccc2)csc1NC(=O)C(C)NCCCN1CCOCC1 (stereo unspecified),11%,-4%,-11,4,?,?,10µM*
